SR-BI DiI inh – inhibitors of SR-BI mediated HDL lipid uptake, primary screen, ldlA[mSR-BI] cells, fluorescence, single point. 0.96% of 320,000 active. inhibition, % at 12.5 µM. AID 488896, 2010. ldlA[mSR-BI] CHO cells, DiI-HDL uptake fluorescence, 3 h;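 active = mean replicate inhibition of at least 70% and a set share of replicates each scoring 70 or more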;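 note: 0% = median of neutral control wells and 100% = median of positive control wells; values of inactives mirror those of a sister screen read the other way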
Target sequence (Q61009 whole entry, looked up): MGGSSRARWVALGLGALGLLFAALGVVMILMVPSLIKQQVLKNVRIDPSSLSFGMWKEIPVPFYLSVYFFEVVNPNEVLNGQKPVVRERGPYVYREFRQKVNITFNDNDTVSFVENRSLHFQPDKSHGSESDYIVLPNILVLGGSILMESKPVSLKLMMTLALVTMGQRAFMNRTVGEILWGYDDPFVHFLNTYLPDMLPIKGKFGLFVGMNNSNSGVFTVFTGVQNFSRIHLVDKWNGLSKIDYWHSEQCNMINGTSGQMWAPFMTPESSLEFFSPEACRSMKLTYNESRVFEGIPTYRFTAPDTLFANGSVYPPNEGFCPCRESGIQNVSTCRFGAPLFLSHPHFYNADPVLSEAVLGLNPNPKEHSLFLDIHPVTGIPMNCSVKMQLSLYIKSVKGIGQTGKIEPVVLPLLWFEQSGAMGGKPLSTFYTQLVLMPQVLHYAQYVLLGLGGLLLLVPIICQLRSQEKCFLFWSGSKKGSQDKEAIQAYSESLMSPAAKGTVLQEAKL
Tat transport – E. coli Tat export inhibitors, primary screen, MC4100, TorA-mCherry reporter, fluorescence, single point; 0.036% of 340,000 active; AID 488895, 2010; inhibition, % at 10 µM;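 active = mean replicate inhibition at least 50% and at least half of replicates individually reaching 50%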;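 note: exported cargo escapes ClpAP degradation while cytoplasmic cargo is degraded and loses fluorescence; 0% = median of neutral control wells and 100% = median of NaSCN control wells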
E coli growth – E. coli V3065 growth inhibition, primary screen, counter-screen for AddAB inhibitor project, absorbance, OD600. inhibition, % at 11.9 µM. 0.27% of 330,000 active. 18 h. AID 449728, 2010;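 active = inhibition above the campaign's mean inhibition across all tested compounds plus 3 SD, cut at about 9.9% in these data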;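 note: uninfected addAB+ strain grown without phage in ampicillin broth; 0% = DMSO wells and 100% = ciprofloxacin 0.95 µg/ml wells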
MITF act – activators of MITF-driven TRPM1 promoter reporter, primary screen, cell-based, SK-MEL-5, luciferase, single point. SK-MEL-5 TRPM1-promoter luciferase, 24 h; % of positive control, neutral wells = 0. activation, % at 12.5 µM. 0.75% of 300,000 active;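 active = mean activation of at least 80% with every replicate also reaching 80%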;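 note: 0% = neutral control wells and 100% = parthenolide positive control wells; values of inactives mirror those of a sister screen read the other way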
Wnt bcat act – Wnt/beta-catenin pathway activators, primary screen, cell-based, plate reader, single point; 1.2% of 300,000 active; activation, % at 9.35 µM; Wnt/beta-catenin reporter cell assay, activator; in the data active = activation above about 30%, passing the limit was not always enough;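 note: 0% = neutral control wells and 100% = positive control wells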
phage Ecoli inh – growth loss of phage-infected E. coli, primary screen, RecBCD inhibitor project, absorbance, with phage, HTS; 0.26% of 360,000 active; inhibition, % at 11.9 µM; in the data active = inhibition above about 11%
SR-BI DiI-HDL act – activators of SR-BI mediated DiI-HDL uptake, primary screen, ldlA[mSR-BI] CHO cells, DiI fluorescence | 3 h; 100 = double the neutral-control signal | activation, % at 12.5 µM | 0.096% of 320,000 active;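 active = mean replicate activation of at least 60% and every replicate at or above 60%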;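 note: 0% = median plate neutral-control signal and 100% = twice that signal; values of inactives mirror those of a sister screen read the other way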
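Material: SR-BI-overexpressing, LDLR-lacking CHO cells | Dosing: Single compound concentration, delivered by pin transfer | Probe or stimulus: Labelled HDL, 10 µg/mL | Signal: Bottom-read cell fluorescence after medium removal, ex 550/em 595 nm | Schedule: 3 h, 37 °C | Evaluation: HDL uptake via cellular fluorescence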
AddAB inh – growth inhibition of E. coli expressing H. pylori AddAB, primary screen, AddAB inhibitor project, absorbance. inhibition, % at 11.9 µM. 0.29% of 330,000 active; in the data active = inhibition above about 12%;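 note: 0% = vehicle wells of infected cells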
CAL PDZ FP-1 – untagged CAL PDZ binding inhibitors, primary screen, biochemical, fluorescence polarization, HTS. 0.92% of 300,000 active. Golgi-associated PDZ and coiled-coil motif-containing protein (Homo sapiens), Q9HD26. purified CAL PDZ, TMR-peptide fluorescence polarization, 1 h. AID 602252, 2012. inhibition, % at 24.9 µM;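 active = mean inhibition of at least 30% with at least half of replicates also reaching 30%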;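 note: 0% = DMSO neutral control and 100% = excess unlabeled competitor peptide PRC23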
CAL PDZ FP-2 – CAL PDZ peptide-binding inhibitors, primary screen, biochemical, fluorescence polarization, Cer-tagged CAL PDZ, HTS. Golgi-associated PDZ and coiled-coil motif-containing protein (Homo sapiens), Q9HD26. AID 504414, 2011. inhibition, % at 20 µM. purified CAL PDZ, TMR-peptide fluorescence polarization, 1 h. 0.02% of 330,000 active;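 active = highest replicate inhibition of at least 40%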;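 note: plate controls were DMSO neutral control wells for no effect and unlabeled competitor peptide control wells for full effect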
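Material: tagged CAL PDZ protein CerCALP, purified; buffer or medium: sodium phosphate/NaCl buffer pH 7.4 with TCEP, IgG, Thesit; also added: fluorescent TMR peptide probe; schedule: 1 h incubation at room temperature before polarization reading; technique: fluorescence polarization from S- and P-plane intensities, G-factor corrected; control set: unlabelled peptide and DMSO controls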
Numbers without * were called inactive; . = not tested or not shown.

SMILES	SR-BI DiI inh	Tat transport	E coli growth	MITF act	Wnt bcat act	phage Ecoli inh	SR-BI DiI-HDL act	AddAB inh	CAL PDZ FP-1	CAL PDZ FP-2
O=C(Nc1nnc(SCC(=O)N2CCOCC2)s1)c1ccccc1Cl	-13	-4	-1.4	20	-2	2.6	13	2.0	0	0.9
O=C(Nc1ccc(Cl)cc1)N1CCN(C(=O)C2CCCO2)CC1 (centres undefined)	-2	6	0.4	5	5	0.7	2	4.4	-6	-0.1
Cc1csc(=O)n1CCC(=O)NCc1ccc(F)cc1	.	2	0.6	.	-2	7.8	.	-2.2	0	-1.9
CC(=O)c1cccc(NC(=S)N2CCCC2)c1	-8	-1	-0.3	0	-1	0.6	8	2.0	0	-0.2
CCOC(=O)c1ccc(NS(=O)(=O)c2cc(-c3nnnn3CC)ccc2OC)cc1	-18	4	-2.0	1	.	2.1	18	-1.9	-1	-1.0
Cc1nnc(SCCCOc2ccccc2)nc1C	2	15	0.8	13	10	2.5	-2	4.9	1	0.0
O=C(CCC(=O)c1cccs1)NCc1cccnc1	-11	-10	1.3	10	0	2.6	11	2.0	-2	-1.9
COc1ccc(S(=O)(=O)NCCSCc2ccco2)cc1	-24	-7	-0.7	1	0	3.8	24	1.4	-3	-0.2
COc1cccc(-c2cc(C(=O)Nc3cc(C)nn3-c3ccccc3)no2)c1	-5	-1	-1.3	.	1	4.0	5	0.8	2	0.3
CCOC(=O)C1=C(COC(=O)CCOc2cc(C)ccc2C)NC(=O)NC1C (centres undefined)	40	11	0.5	1	-2	2.7	-40	1.6	6	0.2
c1ccc2c(c1)nc1n2CCC1	-15	0	.	10	-4	2.5	15	.	-4	0.1
O=C(NC1=NCCS1)C1COc2ccccc2O1 (centres undefined)	-46	-5	0.0	-79	.	0.9	46	3.2	-1	-1.9
CCN(c1ccccc1C)S(=O)(=O)c1cc2c3c(c1)CCN3C(=O)CC2	3	5	1.1	5	0	-0.5	-3	0.1	-1	-0.8
Cc1ccc2cccc(N)c2n1	-13	0	-0.7	2	0	2.2	13	0.6	-3	14
CC1CCC(C(C)C)C(OC(=O)COC(=O)c2ccc(N)cc2)C1 (centres undefined)	33	19	0.0	-14	-5	3.1	-33	3.0	-5	-1.1
N=c1n(CC(=O)c2cccc([N+](=O)[O-])c2)c2ccccc2n1Cc1ccccc1	62	2	-1.9	-47	1	-1.4	-62	-1.0	-2	0.3
COc1ccnc(Oc2ccc(F)cc2)c1C(=O)N/C=N/OCc1cccc(F)c1	6	-7	-0.6	4	-1	4.5	-6	5.2	3	-0.1
COc1cccc(NC(=O)CSc2nnnn2C(C)C)c1	14	4	-1.3	4	.	3.1	-14	3.4	0	-0.3
COc1cccc(N2CCN(S(=O)(=O)c3ccc(CN4C(=O)c5cccnc5C4=O)cc3)CC2)c1	-8	-4	-1.6	-4	-2	2.4	8	5.1	4	-0.6
Cc1cc(C)cc(NC(=O)C2CC3CCC2C3)c1 (centres undefined)	49	0	.	3	1	1.8	-49	.	.	-0.7
CC(C)C[C@H]1CN=C(Nc2ccccc2)N1CCCC1CCCC1	8	6	0.3	.	-8	3.0	-8	7.3	-3	-0.9
COC(=O)C1=C(COc2ccccc2)NC(=O)NC1c1ccc(Cl)cc1 (centres undefined)	.	.	-2.6	.	-3	2.5	.	1.6	.	.
Cc1ccc(/C(N)=N/OC(=O)CCc2ccccc2)cc1	-19	-3	0.7	50	10	-0.5	19	2.0	-2	-1.2
O=C(Nc1ccon1)c1csc2c1CCCC2	-4	10	-0.8	1	0	3.1	4	-0.2	4	-0.4
CCOC(=O)C1CCN(C(=O)CN2C(=O)c3ccccc3Sc3ncccc32)CC1	4	2	-0.2	0	0	0.7	-4	-0.2	-4	-1.8
Cc1cc(C)cc(OCCCCCNCCO)c1	-15	-9	-2.1	-2	.	1.0	15	1.1	.	-1.2
Cc1ccc(S(=O)(=O)N2CCC(C(=O)N3CCN(c4ccccn4)CC3)CC2)cc1	-13	-8	0.3	-1	0	2.4	13	3.4	-1	-2.6
Clc1ccccc1Oc1cnc2ccccc2n1	-10	-13	-0.6	41	.	2.5	10	0.2	-4	-0.4
C/C=C/c1cc(OC)c2c(c1)[C@H](C)[C@@H](c1ccc(O)c(OC)c1)O2	21	3	-2.3	-5	-1	2.5	-21	4.5	-1	0.3
CCOC(=O)N1CCC(Nc2c(-c3ccc(C)cc3)c(=O)c2=O)CC1	-12	-5	-1.7	15	.	-0.4	12	2.2	7	-0.7
COc1cccc2sc(Nc3nnc(-c4ccc(F)cc4)o3)nc12	.	7	-3.7	-14	-7	-2.7	.	-0.2	.	-5.5
COc1ccc(N/N=C(/C(N)=O)C2=NC(C)(C)Cc3ccccc32)cc1	35	10	-1.2	9	-1	1.5	-35	1.9	-1	-2.6
Cc1nc(-c2ccccc2)sc1C(=O)/C=C/c1ccc(Cl)cc1	-9	1	0.4	-12	.	2.5	9	2.2	5	0.6
O=C(c1cn(Cc2ccccc2)nc1-c1cccnc1)N1CCN(Cc2ccccc2)CC1	-6	-1	-1.9	13	-1	5.0	6	-1.1	.	0.1
Cc1nc(NCCc2ccc(S(N)(=O)=O)cc2)c2c(C)c(C)sc2n1	21	-13	-0.3	-16	-9	0.2	-21	1.8	-4	-2.7
Cc1ccc(C(=O)NCCNc2ncc(C(F)(F)F)cc2Cl)cc1[N+](=O)[O-]	.	13	-1.8	.	-1	2.2	.	-0.3	-3	-2.7
Cc1cc([N+](=O)[O-])ccc1NC(=O)c1ccc(NC(=O)C(C)C)cc1	75*	-2	4.4	20	-6	5.0	-75	5.5	0	-0.4
CC(C)CCn1c(=O)c2ccccc2n2c(CN3CCCC3)nnc12	-6	6	1.0	0	-3	1.1	6	-1.4	.	-0.3
COc1cc(OC)c(-n2cc(-c3ccc(OC)c(OC)c3)[nH]c2=S)cc1Cl	15	17	.	10	0	1.5	-15	.	-4	-0.6
O=C(OCC(=O)N1CCCC1)c1ccccc1OCc1ccccc1	29	-5	1.3	14	.	3.4	-29	2.9	-5	-1.2
COc1ccc(C(=O)OCC(=O)NCc2ccc3c(c2)OCO3)cc1S(=O)(=O)N1CCOCC1	10	-2	0.6	-9	-1	0.4	-10	-2.7	.	-0.3
CS(=O)(=O)c1ccc2nnn(OCC(=O)Nc3cccc(C#N)c3)c2c1	.	1	-0.4	-13	-3	2.1	.	4.2	2	-2.8
Cc1cc(C)n(-c2nnc(C)n2/N=C/c2ccccc2F)n1	-16	1	0.7	-1	-2	4.2	16	-1.0	-1	-0.6
CCCCn1c(SCC(=O)Nc2ccc(OC)cc2)nc2ccc(N3CCOCC3)cc2c1=O	1	1	0.6	.	.	3.9	-1	-0.2	-2	0.9
CCC(NC(=O)C1(C)CC1(Br)Br)c1ccc(C)cc1 (centres undefined)	-8	-12	-0.5	.	.	5.6	8	-1.7	.	-0.5
Cc1ccc(CS(=O)(=O)CCC(=O)NCc2ccc3c(c2)OCO3)cc1	14	-3	0.4	-14	.	3.8	-14	-2.3	3	-2.3
Cc1cccc(NC(=O)C2CCCN2S(=O)(=O)c2ccc(Cl)cc2)n1 (centres undefined)	4	3	0.8	-8	-1	-0.2	-4	1.1	-3	-3.6
Cc1cc(C)n2nc(C)c(Br)c2n1	3	6	2.5	3	1	3.4	-3	2.9	-4	-2.5

Some of the entries above in a different format.
mol | SR-BI DiI inh | Tat transport | E coli growth | MITF act | Wnt bcat act | phage Ecoli inh | SR-BI DiI-HDL act | AddAB inh | CAL PDZ FP-1 | CAL PDZ FP-2
Cc1cc([N+](=O)[O-])ccc1NC(=O)c1ccc(NC(=O)C(C)C)cc1 | 75* | -2 | 4.4 | 20 | -6 | 5.0 | -75 | 5.5 | 0 | -0.4
CC(C)CCn1c(=O)c2ccccc2n2c(CN3CCCC3)nnc12 | -6 | 6 | 1.0 | 0 | -3 | 1.1 | 6 | -1.4 | . | -0.3
COc1cc(OC)c(-n2cc(-c3ccc(OC)c(OC)c3)[nH]c2=S)cc1Cl | 15 | 17 | . | 10 | 0 | 1.5 | -15 | . | -4 | -0.6
O=C(OCC(=O)N1CCCC1)c1ccccc1OCc1ccccc1 | 29 | -5 | 1.3 | 14 | . | 3.4 | -29 | 2.9 | -5 | -1.2

Next records
SMILES	SR-BI DiI inh	Tat transport	E coli growth	MITF act	Wnt bcat act	phage Ecoli inh	SR-BI DiI-HDL act	AddAB inh	CAL PDZ FP-1	CAL PDZ FP-2
COc1ccc(C(CNC(=O)c2ccc(S(=O)(=O)N3CCOCC3)cc2)N2CCCCC2)cc1 (centres undefined)	-23	-5	-1.5	6	.	0.9	23	-0.8	-4	-4.2
COc1cc(-c2nc3cccc(C)n3c2NCC2CCCO2)ccc1O (centres undefined)	31	2	0.2	25	0	0.1	-31	0.8	-5	3.8
COc1cc(OC)cc(OC(=O)C2CCN(S(=O)(=O)c3ccc(OC)c(OC)c3)CC2)c1	-9	12	0.2	-2	-1	0.5	9	-1.2	-1	-1.6
Cc1ccc(OCc2nc(C#N)c(NCc3ccco3)o2)cc1	-10	-1	-1.0	.	6	4.3	10	2.1	.	0.9
COC(=O)c1cc(-c2cc(OC)ccc2OC)nc2c1c(=O)n(C)c(=O)n2Cc1ccccc1	.	-5	0.3	-2	0	1.5	.	2.9	.	-3.2
Cc1cccc(Cn2c(N3CCN(CCO)CC3)nc3c2c(=O)[nH]c(=O)n3C)c1	-30	4	-0.8	-12	-2	2.6	30	-2.4	-2	-2.1
O=C(c1cccc(Cl)c1)N1CCC(=O)N(C(CO)Cc2ccccc2)CC1 (centres undefined)	-10	16	-1.9	-4	6	0.8	10	1.6	-1	-1.3
O=C1CC(N2CCN(S(=O)(=O)c3cccc(C(F)(F)F)c3)CC2)C(=O)N1Cc1ccccc1 (centres undefined)	15	-3	-0.9	-4	-7	-2.9	-15	0.8	-2	0.0
COc1ccc2c(c1OC)C(=O)O[C@@H]2[C@H]1c2c(cc3c(c2OC)OCO3)CCN1C	6	-9	5.2	12	0	1.2	-6	8.1	-6	0.0
NC(=O)CCS(=O)(=O)c1ccc(Cl)cc1	-3	4	-1.6	-7	1	1.5	3	0.0	0	-1.0
CCn1cc([N+](=O)[O-])c(C(=O)N2N=C(c3ccc4ccccc4c3)CC2c2cc(Br)ccc2O)n1 (centres undefined)	-16	-7	0.2	-8	.	.	16	0.8	-1	-3.2
C#CCOCCOCCOCCNc1nc(N2CCN(C(=O)CCCCCCCCCCNC(=O)[C@H](CCCCN)n3cc(C)nn3)CC2)nc(N2CCN(C(=O)CCCCCCCCCCNC(=O)[C@@H]([C@H](C)O)n3cc(C)nn3)CC2)n1	-6	25	-3.0	-38	.	.	6	-0.6	-2	-0.6
